WRN inhibitor: blocks human WRN helicase; Q14191; WRN helicase unwinding, fluorescent forked duplex, kinetic; Potency, µM (series often up to 114 µM), for inactives: at the highest dose activity change, negative = inhibition, most hits filed as inhibitors; hit rate 0.46% among 360,000; also: potency is read from the fitted curve at half-maximal effect; % is scaled to controls: 0 for no effect and ±100 for the full control effect; nearly all actives have a fitted effect of over 55% in size
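Screening of the MLSMR collection measured strand separation of a quenched forked DNA duplex (100 nM) by 20 nM WRN with 2 mM ATP, all final. Compounds were preincubated with enzyme 15 min at room temperature.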
HT1080-NT tox: kills 2HG-producing HT-1080-NT fibrosarcoma cells. HT-1080-NT fibrosarcoma viability, CellTiter-Glo ATP luminescence, 48 h. Potency, µM (top dose mostly 46.1 µM), inactives show top-dose activity, negative = less viability, most hits filed as cytotoxic. hit rate 1.6% among 360,000;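 also: NT is the 2HG producing partner of a matched IDH1 knockdown line; potency is read from the fitted curve at half-maximal effect; 0% = DMSO-treated cells and -100% = media-only wells without cells; nearly all actives have a fitted effect of over 55% in size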
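Compounds were tested in concentration-response format on HT-1080-NT cells for 48 hours at 37 degrees C. Cell viability came from CellTiter-Glo luminescence; curves were classified by r2, response magnitude and activity.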
ATXN2 expr inh: ATXN2 expression inhibition. HEK-293 ATXN2-luciferase reporter, luminescence, 24 h. Potency, µM (doses to about 57 µM), without a hit: at the top dose activity change, negative = inhibition, hits mostly inhibitors. hit rate 0.72% among 360,000; also: potency is read from the fitted curve at half-maximal effect; % is scaled to controls: 0 for no effect and ±100 for the full control effect; nearly all actives have a fitted effect of over 55% in size
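ATXN2-luciferase reporter cells (luciferase flanked by upstream and downstream ATXN2 gene portions) were treated 24 h at 37 °C with compounds at up to 57 uM. SteadyGlo luminescence gave expression; GF-AFC fluorescence gave viability.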
MCF10A rerep: DNA re-replication induction in MCF 10a cells. MCF 10A DNA re-replication, Hoechst nuclear intensity, 48 h. Potency, µM (top dose mostly 46.1 µM), without a hit: at the top dose activity, positive = re-replication, actives largely listed as activators. hit rate 2.9% among 350,000. AID 624296; also: potency is read from the fitted curve at half-maximal effect; % of control where 0% means no effect; nearly all actives have a fitted effect of over 50% in size
IL-1B inflam inh: inflammasome signaling inhibition, IL-1 beta readout. THP-1 LPS/ATP IL-1B secretion, AlphaLISA, 16 h; hits give low values. activity change, % at 57.5 µM. hit rate 4.7% among 360,000; in the data active = activity change below about -50%; inconclusive = mostly about -30% to -49%; also: % is scaled to controls: 0 for no effect and ±100 for the full control effect
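Secreted IL-1B measured by AlphaLISA bead assay after 16 h compound exposure of THP-1 cells; compounds (final up to 57.5 uM) added 1 h before LPS (250 ng/mL) and ATP (1.25 mM) stimulation; lower signal means less secretion.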
HT1080 IDH1KD tx: kills HT-1080 cells with IDH1 knockdown; HT-1080 IDH1 knockdown viability, ATP luminescence, 48 h; Potency, µM (highest dose often 46.1 µM), without a hit: top-dose activity, negative = toxicity, actives largely listed as cytotoxic; hit rate 2% among 360,000;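 also: potency is read from the fitted curve at half-maximal effect; 0% = DMSO wells and -100% = cell-free medium wells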
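Luminescent ATP read-out (CellTiter-Glo, 10 min at room temperature) after 48 h compound exposure at 37 °C gave viability of IDH1-knockdown HT-1080 cells. Activity was normalised to DMSO and cell-free wells, then fitted as concentration-response curves.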
SW480 rerep: inducers of DNA re-replication in SW480 colon cancer cells | AID 624297 | Potency, µM (titrated, usually from 46.1 µM), for the others: top-dose re-replication activation, most hits filed as activators | SW480 DNA re-replication, Hoechst DNA content imaging, 48 h | hit rate 1.8% among 340,000; also: potency is read from the fitted curve at half-maximal effect; % of control where 0% means no effect; nearly all actives have a fitted effect of over 55% in size
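DNA re-replication was detected as more nuclei of elevated Hoechst intensity after 48 hr exposure to compound (23 nL pinned per well of 250 cells).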
KB-V1 cytotox: kills drug-selected multidrug resistant KB-V1 cells. KB-V1 MDR cells viability, CellTiter-Glo, 72 h. AID 1347076. Potency, µM (doses to about 46.1 µM), for inactives: at the highest dose activity change, negative = cytotoxicity, actives largely listed as cytotoxic. hit rate 3.4% among 400,000; also: potency is read from the fitted curve at half-maximal effect; % is scaled to controls: 0 for no effect and ±100 for the full control effect; nearly all actives have a fitted effect of over 60% in size
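In this primary screen, KB-V1 cells overexpressing P-gp are incubated with library compounds (lowest to highest concentration) for 72 h at 37 degrees C before a luminescent ATP viability read.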
KB-3-1 cytotox: kills parental KB-3-1 adenocarcinoma cells; Potency, µM (highest dose often 46.1 µM), inactives show top-dose activity change, negative = cytotoxic, actives largely listed as cytotoxic; KB-3-1 viability, CellTiter-Glo ATP luminescence, 72 h; AID 1347075; hit rate 1.4% among 400,000; also: potency is read from the fitted curve at half-maximal effect; % is scaled to controls: 0 for no effect and ±100 for the full control effect; nearly all actives have a fitted effect of over 60% in size
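Multi-concentration cytotoxicity screen in KB-3-1 cells grown in DMEM lacking phenol red with 10% FBS. After 72 h at 37 °C with compound, ATP-dependent luminescence was recorded.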
Numbers without * were called inactive; ? = inconclusive; . = no result given; [ ] = dose if it differs, or a comment. Unless noted, calls follow the shape of the dose curve; as a rule, active = well fitted curve in the direction sought with a large enough effect; inconclusive = small, poorly fitted or top-dose-only effect, or another doubt; inactive = no such curve, though single readings can be large; an effect the other way counts as inactive or inconclusive.

Each structure is followed by: WRN inhibitor, HT1080-NT tox, ATXN2 expr inh, MCF10A rerep, IL-1B inflam inh, HT1080 IDH1KD tx, SW480 rerep, KB-V1 cytotox, KB-3-1 cytotox
> NC(=O)c1ccc(NC(=O)CCc2nc3ccccc3s2)cc1
→ -1%, 10%, -4%, 2%, 30, 1%, 1%, ?, 10%
> CCOC(=O)N1CCN(c2nc(-c3ccccc3)c3cc(C)ccc3n2)CC1
→ 3%, 4%, ., 4.1µM*, 21, 2%, ?, 0%, 0%
> Fc1ccc(NC(=S)N2CCCc3ccccc32)cc1
→ 8%, -9%, 13%, 5%, 31, -19%, -3%[9.22 µM], 2%, -2%
> COc1cccc(C(=O)CC(=O)C(=O)Nc2cc(OC)ccc2OC)c1
→ -6%[11.6 µM], 4%, -8%, -2%, 22, 9%, -2%, 9%, 6%
> Cc1onc(-c2ccccc2Cl)c1C(=O)OCc1cnc(Cl)s1
→ -2%, -4%, -20%, 23µM*, 9, -4%, 4%, ?, 4%
> COc1ccc(C(=O)/C=C/Nc2ccc(S(=O)(=O)Nc3onc(C)c3C)cc2)cc1
→ ?, -4%, 5%, ?, 16, -20%, -8%, 9%, 0%
> CCOC(=O)c1sc2nc(SC)nc(-c3ccccc3)c2c1N
→ 5%, 1%, -8%, 14%, -11, 0%, 2%, 22%, 0%
> O=C(NCCCN1CCOCC1)c1c(O)c2cc(Br)cc(Br)c2[nH]c1=O
→ -17%, -11%, -13%, 7%, -15, -4%, 3%, ?, ?
> Cc1ccc(C(C)C)cc1C(=O)CC1(O)C(=O)N(C)c2ccccc21 (stereo not given)
→ -11%, -6%, -2%, 0%, 6, -2%, -3%, 0%, -16%
> S=C(NCc1ccco1)N1CCN(Cc2ccc(Cl)cc2Cl)CC1
→ -12%, -11%, -7%, -5%, ?, -6%, 3%, ?, ?
> CCC(c1nnnn1-c1ccc2c(c1)OCCO2)N1CCN(c2ccc(C(F)(F)F)cc2[N+](=O)[O-])CC1 (stereo not given)
→ -6%, 0%, 1%, ., 6, 3%, ., ?, ?
> O=C(c1cc(F)ccc1F)N1CCC(N2CCC(C(=O)N3CCCC3)CC2)CC1
→ -9%, -9%, 8%, ?, 4, 2%, ?, -16%, -1%
> CC(C)(C)c1nc(NCCO)c2nnn(Cc3ccccc3)c2n1
→ -10%, ?, 21%, 18%, 38, -20%, -11%[9.22 µM], -24%, 4%
> CCC1CCCCN1C(=O)CSc1nc(N)cc(=O)[nH]1 (stereo not given)
→ 5%, 8%, -21%, 20%, 0, 8%, -9%, -9%, -1%
> O=C(O)CNC(=S)N(Cc1ccccc1F)C1CCCCC1
→ -4%, 18%, 5%[11.3 µM], -1%, 20, 4%, 1%, 0%, 8%
> CCN(CC)S(=O)(=O)c1ccc(N2CCOCC2)c(NC(=O)CCOc2ccccc2)c1
→ -6%, 5%, ., -1%, -10, 2%, -12%, ?, 0%
> N=C1C(c2ccccc2)=C(O)CN1c1cccc2ccccc12
→ 3%, -5%, 6%, -15%, 19, -10%, -2%, ?, -4%
> CN(CC(=O)Nc1ccccc1Cl)C(=O)COC(=O)c1cnccn1
→ -3%, 14%, -20%, 0%, -2, 12%, -14%, ?, 0%
> COc1ccccc1Oc1ccc2c(c1)C(=O)N(c1ccc(C)cc1)C2=O
→ -12%, 0%, -6%, 2%, 39, -8%, -2%, 21%, ?
> COC(=O)c1cc(C(=O)NCC2CCCCC2)cc([N+](=O)[O-])c1
→ -25%, 12%, -7%, 6%, 15, 11%, -4%, -24%, -2%
> Cc1nn(-c2ccccc2)nc1CNC(=O)C1CCC1
→ -8%, -1%, ., 4%, 11, 1%, -12%, -16%, 3%
> CC(=O)c1c(C(C)=O)c(C)n(Cc2ccc(Cl)cc2)c1C
→ -2%, -16%, -12%, 20%, -10, ?, -3%, -10%, 0%
> COc1ccc(C2=CCN3CCCCC3C2)c(-c2ccc(OC)c(OC)c2)c1 (stereo not given)
→ -6%, 12%, 25%, 8.2µM*, -22, 10%, 2%, ?, ?
> CCOC(=O)Cc1csc(SCC(=O)/C(C#N)=C(\C)N)n1
→ -11%, 5%, -6%, 14%, -23, 2%, -4%, 24%, 3%
> CN(C)Cc1ccccc1-c1cccc2nccn12
→ 8%, 5%, 7%, ., 23, -1%, ., 1%, 0%
> O=c1cc(N2CCN(c3ccccc3)CC2)[nH]c(=O)n1C1CCCCC1
→ -4%, 2%, 5µM*, -17%, 5, -5%, 1%, -2%, 0%
> CC(C)(C)c1ccc(C(=O)N/N=C/c2ccc(OCCCF)cc2)cc1
→ 9%, -8%, -31%, 0%, 6, -3%, 0%, -22%, -11%
> Cc1nnc(SCc2ccccc2)nc1/C=C/NOCc1ccc(Cl)cc1Cl
→ -15%, -10%, 0%, 10%, 29, 2%, 1%, 11%, 7%
> COc1ccccc1Nc1nc(NCC(C)C)nc(N)c1[N+](=O)[O-]
→ -16%, -3%, -1%, ?, 4, 2%, -39%[inhibitor], -8%, 3%
> Cc1onc(-c2c(Cl)cccc2Cl)c1-c1nnc(-c2ccc(Cl)cc2)o1
→ -23%, -21%, -4%, ?, -1, -28%, 10%, ?, ?
> CCOC(=O)CN1NC2(CCCCCC2)NC1=S
→ 1%, 5%, -12%, -2%, 1, 7%, -7%, 5%, 3%
> C=CCSc1nnc(NC(=O)CN2C(=O)NC3(CCCC3)C2=O)s1
→ -19%, 0%, -15%, 14%, 6, -5%, -8%, 7%, 6%
> CCC(Sc1nc(C)cc(C)n1)C(=O)Nc1cc(C)on1 (stereo not given)
→ 0%, 1%, -1%, -1%, -6, -8%, 1%, -17%, 1%
> COC(=O)CCCCC1SCC(NC(=O)OC)C1NC(=O)OC (stereo not given)
→ -7%, 14%, 1%, 8%, -7, 8%, -9%, ?, -6%
> Cc1cc(CN(C)C(=O)c2cc(COc3ccc(F)cc3Cl)on2)n[nH]1
→ 5%, 4%, 29%, -1%, -24, -3%, 1%, 21µM*, -11%
> CCSc1ccc2cc(OC)ccc2[n+]1CC
→ 7%, 14%, -21%, 2%, 0, 6%, ?, 0%, 1%
> Cc1cc(-c2n[nH]c(=S)n2/N=C/c2cc([N+](=O)[O-])ccc2Cl)n[nH]1
→ -32%, -19%, 0%, ?, 42, -19%, ?, ?, ?
> COc1cc(NC(=S)N2CCN(S(=O)(=O)c3ccc(C)cc3)CC2)cc(OC)c1
→ -10%, -9%, 2%, -8%, -5, 5%, -4%, ., .
> CC(C)(C)OC(=O)N1CCC(CNC(=O)Nc2ccccc2)CC1
→ -6%, -1%, 9%, 16%, -23, -3%, 7%, -21%, -8%
> CN(c1ccccc1)S(=O)(=O)c1ccc(C(=O)OCC(=O)NCc2ccco2)cc1
→ ?, 5%, -4%, 5%, 25, 6%, 2%, -6%, 1%
> CCS(=O)(=O)n1c(Cc2cccs2)nc2ccccc21
→ -7%, 0%, 20%, 2%, 35, -1%, -9%, -6%, ?
> CCC(NC(=O)C1C2C=CC(C2)C1C(=O)O)c1ccc(C)cc1 (stereo not given)
→ -1%, 2%, -11%, -6%, 5, -11%, -40%[inhibitor], -1%, -1%
> CCCn1nnnc1NCc1cccn1C
→ 2%, -12%, -7%, -3%, -15, 0%, -10%, 9%, -11%
> CC(C)C(NC(=O)c1c(F)cccc1F)C(=O)NCc1ccncc1 (stereo not given)
→ -4%, -2%, 4%, 0%, 4, -14%, 6%, 16%, 2%
> Cc1ccc(Cl)cc1-c1cc(C(=O)N2CCN(c3ccncc3)CC2)[nH]n1
→ 3%, -12%, -21%, ., ?, -4%, ., 20%, 0%
> CCOC(=O)C1(CCOc2ccccc2)CCN(Cc2ccc(C#CCCO)cc2)CC1
→ -6%, ?, -23%, ?, -58*, ?, ?, ?, ?
> Oc1ccccc1CNc1ncc(Br)cc1Br
→ -7%, ?, 7%, 16%, 12, ?, -5%, 15%, -8%
> COc1ccc(CCNC(=O)[C@H](CCSC)NC(=O)N2CCn3c2nc2ccccc23)cc1OC
→ 8%, 1%, -3%, -2%, -12, -1%, -4%, ?, -1%
> CCCOc1ccc(C2C(=O)N(C3CCCCC3)CC(=O)N2C2CC2)cc1OC (stereo not given)
→ 3%, 10%, -7%, -18%, 8, 0%, -2%, 2%, 8%
> CSc1ccccc1C(=O)Nc1cccc([N+](=O)[O-])c1
→ 1%, 0%, 1%, -2%, -19, 6%, -3%, -23%, 29%

Next part
Each structure is followed by: WRN inhibitor, HT1080-NT tox, ATXN2 expr inh, MCF10A rerep, IL-1B inflam inh, HT1080 IDH1KD tx, SW480 rerep, KB-V1 cytotox, KB-3-1 cytotox
> COc1ccc([N+](=O)[O-])cc1NC(=O)C(C)OC(=O)Cc1ccc(OC)c(OC)c1 (stereo not given)
→ 4%, 0%, -7%, 3%, 18, -11%, 2%, 15µM*, 3%
> CCOC(=O)C1=Nc2ccccc2C1=[N+]=[N-]
→ -20%, -25%, ?, 2.6µM*, -71*, ?, ?, 2.6µM*, ?
> CCCOc1ccc(-c2nnn(CC(=O)c3ccc4c(c3)OCCO4)n2)cc1
→ -8%, 2%, -13%, 3%, 1, 0%, 13%, -1%, 3%
> Cc1cccc2c1N(CCOc1ccccc1)C(=O)C2=O
→ -28%, 10%, -4%, ?, ?, 8%, ?, -29%, 1%
> CCn1c(SCC(=O)Nc2cc(OC)ccc2OC)nc2c(c1=O)SCC2
→ ?, -8%, 4%, 5%, -1, -19%, ?, ., .
> O=[N+]([O-])c1ccc(-c2cn(-c3ccccc3F)c(=S)[nH]2)cc1
→ -6%[57.1 µM], -1%, -6%, 3%, -19, -27%, 3%[1.84 µM], ?, 5%
